EPAC1 agonist – activates human EPAC1 exchange factor | O95398 | EPAC1 agonist qHTS, biochemical assay; response scale: 100% = response to 6.5 mM cAMP | Potency, µM (series often up to 154 µM), for the others: top-dose activation, actives largely listed as activators | actives 0.073% (n = 360,000) | AID 720707; note: potency is the fitted concentration of half-maximal effect; nearly all actives have a fitted effect of over 60% in size
Target sequence (O95398 whole entry, looked up): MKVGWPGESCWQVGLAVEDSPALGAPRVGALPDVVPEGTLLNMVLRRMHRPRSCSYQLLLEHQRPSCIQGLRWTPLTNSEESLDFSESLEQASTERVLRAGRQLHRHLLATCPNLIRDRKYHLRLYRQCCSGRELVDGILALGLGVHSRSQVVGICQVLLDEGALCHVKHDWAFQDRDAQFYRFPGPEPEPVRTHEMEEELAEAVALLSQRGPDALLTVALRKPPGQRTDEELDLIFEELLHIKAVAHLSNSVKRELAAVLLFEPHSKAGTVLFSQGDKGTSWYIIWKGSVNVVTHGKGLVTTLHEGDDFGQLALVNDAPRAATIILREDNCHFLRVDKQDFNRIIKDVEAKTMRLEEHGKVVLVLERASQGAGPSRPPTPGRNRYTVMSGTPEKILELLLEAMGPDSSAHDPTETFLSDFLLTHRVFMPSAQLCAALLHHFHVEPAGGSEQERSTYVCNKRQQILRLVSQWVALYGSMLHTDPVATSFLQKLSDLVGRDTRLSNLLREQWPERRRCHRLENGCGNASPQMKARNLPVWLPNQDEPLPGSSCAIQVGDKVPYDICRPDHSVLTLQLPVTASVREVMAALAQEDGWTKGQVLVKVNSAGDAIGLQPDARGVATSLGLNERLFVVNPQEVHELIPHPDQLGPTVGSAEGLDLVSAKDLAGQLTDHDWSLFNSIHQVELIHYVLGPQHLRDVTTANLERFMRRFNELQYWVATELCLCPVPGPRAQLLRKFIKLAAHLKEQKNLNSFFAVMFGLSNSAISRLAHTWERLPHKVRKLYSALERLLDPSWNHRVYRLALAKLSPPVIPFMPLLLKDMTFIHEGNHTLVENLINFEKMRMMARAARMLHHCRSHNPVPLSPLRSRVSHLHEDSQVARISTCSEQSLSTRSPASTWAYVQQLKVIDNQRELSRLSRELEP
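Compounds were pinned as a concentration titration into mixtures of EPAC1 (100 nM), BODIPY-GDP-loaded Rap1B (250 nM) and GDP (50 uM). After 5 min at room temperature, fluorescence was followed for 30 min; activity was scaled to 6.5 mM cAMP.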
IL2 activator – IL-2 activation; activation, % (series mostly up to about 46 µM); IL-2 activation reporter assay, cell-based qHTS; stimulated with anti-CD3/CD4/CD28 beads; in transgenic mouse T cells; actives 0.065% (n = 360,000); AID 652025; in the data active = activation above about 50%; inconclusive = mostly about 30% to 49%; note: 0% is about no effect
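Unstimulated transgenic mouse T cells, 750 per well, received compound and, after 60 minutes, anti-CD3/anti-CD4 bead plus anti-CD28 stimulation. EGFP and DsRed were quantified after 18 hours.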
FUS yeast rescue – rescues growth of FUS-expressing yeast; S. cerevisiae FUS-expressing, growth rescue, OD600, 24 h; Potency, µM (doses to about 76.6 µM), without a hit: top-dose growth rescue (activation), most hits filed as activators; actives 0.24% (n = 390,000);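 note: potency is the fitted concentration of half-maximal effect; plate controls were DMSO vehicle for no effect and reference control for full effect; nearly all actives have a fitted effect of over 55% in size; some results filed as inactive show a strong effect at the top dose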
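Absorbance at 600 nm, taken 24hr after compound addition, measured rescue of FUS-yeast growth at 30C. Induction used 2% galactose with seeding at OD 0.005. Controls: CP55940 from 92uM final, DMSO only.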
Abeta rescue – compounds reversing amyloid beta toxicity in yeast | AID 1347071 | Potency, µM (highest dose often 46.1 µM), without a hit: at the top dose growth rescue, hits mostly activators | yeast expressing A-beta42, growth rescue, OD600, 48 h; response scale: 0% DMSO, 100% iron-clioquinol control | actives 0.063% (n = 410,000); note: potency is the fitted concentration of half-maximal effect; nearly all actives have a fitted effect of over 55% in size
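Yeast growth medium received pinned compounds, then yeast cells expressing toxic A-beta were added; plates incubated at 30 C for 48 hr. Growth read as absorbance at 600 nm, normalized to DMSO and equimolar FeCl3 plus clioquinol controls.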
EPAC1 antag – antagonists of human EPAC1; actives 0.14% (n = 360,000); Potency, µM (series often up to 115 µM), for inactives: at the top dose activity change, negative = inhibition, hits mostly inhibitors; EPAC1 GEF assay, Rap1b-BODIPY-GDP exchange fluorescence; O95398;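 note: potency is the fitted concentration of half-maximal effect; plate controls were vehicle for no effect and positive control for full effect; nearly all actives have a fitted effect of over 50% in size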
PI5P4K alpha inh – PI5P4K alpha (human) kinase inhibition; P48426; PI5P4Kalpha enzyme, ADP-Glo luminescence, 60 min; active compounds read low; max response, %; actives 1.2% (n = 330,000); active = max response of -50% or lower; inconclusive = between -30% and -50%; inactive = -30% or higher; note: value at the top dose of about 77 µM; % is set by controls: 0 for no effect and ±100 for the full control effect
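Human PI5P4Kalpha with substrate in 0.038 M HEPES pH 7.4, 0.28 mM EGTA, 0.1% CHAPS, 5% DMSO; reaction started with 5 microM ATP (final), 60 min at room temperature. ADP formed read by ADP-Glo luminescence.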
aSyn rescue – inhibitors of alpha-synuclein toxicity in yeast | AID 652106 | Potency, µM (doses to about 46.1 µM), for inactives: at the highest dose growth rescue (activation), hits mostly activators | Yeast expressing alpha-synuclein, growth rescue, BacTiter-Glo, 24 h | actives 0.14% (n = 370,000); note: potency is the fitted concentration of half-maximal effect; % of control where 0% means no effect; nearly all actives have a fitted effect of over 65% in size
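Galactose-induced alpha-syn yeast (OD600=0.02, raffinose-pregrown) + pinned cpd, 24 hr, 30 deg C; growth by BacTiter-Glo luminescence. Growth restoration scores as activation.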
WRN inhibitor – inhibitors of human WRN helicase. Q14191. WRN helicase unwinding, fluorescent forked duplex, kinetic. Potency, µM (top dose mostly 114 µM), inactives show at the top dose activity change, negative = inhibition, usual class: inhibitors. AID 651768. actives 0.46% (n = 360,000); note: potency is the fitted concentration of half-maximal effect; % is set by controls: 0 for no effect and ±100 for the full control effect; nearly all actives have a fitted effect of over 55% in size
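WRN at 20 nM final preincubated with compound 15 min at room temperature; reaction started with 100 nM fluorophore/quencher forked duplex oligonucleotide and 2 mM ATP final. Unwinding followed kinetically by red fluorescence (ex 525, em 598 nm).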
PLK1 PBD block – blocks phosphopeptide binding to human PLK1 polo-box domain. Potency, µM, inactives show max response, negative = inhibition, most hits filed as inhibitors. actives 2.8% (n = 360,000). Plk1 PBD binding of FITC phosphopeptide, fluorescence polarization. P53350. AID 720504; note: potency is the fitted concentration of half-maximal effect; series mostly up to about 57 µM; % is set by controls: 0 for no effect and ±100 for the full control effect; nearly all actives have a fitted effect of over 65% in size
Numbers without * were called inactive; ? = inconclusive; nt = no result given; [ ] = remark or other dose. Unless noted, calls come from the whole dose curve; as a rule, active = well fitted curve in the direction sought with a large enough effect; inconclusive = small, poorly fitted or top-dose-only effect, or another doubt; inactive = no such curve, though single readings can be large; an effect the other way counts as inactive or inconclusive.

compound | IL2 activator | PI5P4K alpha inh | EPAC1 agonist | EPAC1 antag | Abeta rescue | FUS yeast rescue | WRN inhibitor | aSyn rescue | PLK1 PBD block
COCc1cc(Sc2ccc(Cl)cc2Cl)nc(-c2ccccc2)n1 | 0.0 | 2.3 | 13.8% | -10.5% | 5.2% | 0.5% | -4.6% | 5.6% | -7.1%
CCCCC#Cc1cncc(C(=O)N/N=C/c2cccc(OC)c2)c1 | 0.4 | -5.0 | 13.5% | -29.5% | 16.5% | -0.3% | 0.5% | 8.7% | -5.0%
FC(F)(F)c1nc2ccccc2n2c(-c3ccc(Cl)cc3Cl)nnc12 | -0.6 | 2.8 | -8.5% | -20.9% | 1.3% | 9.0% | -15.7% | 11.6% | -11.3%
Oc1cccc(/C=N/Nc2nn3cnnc3c3ccccc23)c1 | -3.4 | -9.5 | -3.2% | 23.3% | 1.7% | -32.0% | -15.1% | -19.0% | -0.7%
CCOc1ccc(NC(=O)C2Cc3ccccc3CN2S(=O)(=O)CC)cc1 (stereo unspecified) | 0.4 | ? | 5.6% | -28.6% | -2.0% | 21.5% | -3.1% | 3.8% | -6.8%
CCC(C)CCN1C(Nc2ccccc2)=NC[C@@H]1CC(C)C (stereo partly specified) | -4.6 | -0.7 | 4.7% | -6.6% | 0.4% | -11.7% | 7.1% | -3.9% | -9.1%
CCOC(=O)c1sc2nc(N3CCCC3)c3c(c2c1N)CC(C)(C)OC3 | -0.4 | 10.3 | -6.4% | ? | 18.0% | 21.2% | -2.5% | 10.7% | -8.7%
Cc1ccc2nc(-c3ccncc3)cc(C(=O)N3CCOCC3)c2c1 | 0.0 | 14.0 | -4.8% | 0.9% | 4.3% | -0.7% | 11.8% | -5.5% | 12.4%
Cc1cc(C)n2nc(SCC(=O)c3cc(C)n(-c4cc(C)on4)c3C)nc2n1 | -1.7 | nt | 1.9% | 4.6% | 6.3% | 29.2% | -1.6% | 14.3% | -5.6%
CC(=O)Nc1ccc(OS(=O)(=O)c2ccc(Cl)cc2)cc1 | -0.8 | 3.9 | 5.8% | 2.0% | 20.2% | 1.7% | 0.7% | 7.0% | -0.5%
CCc1ccc(C(=O)NC(=S)Nc2ccccc2N2CCOCC2)cc1 | -2.2 | 0.0 | 2.6% | -1.8% | ? | 2.6% | -5.4% | 8.8% | -7.9%
CCn1ccc(C(=O)NC2=C(C#N)CCC2)n1 | 0.3 | -0.7 | -5.1% | -3.8% | -12.4% | -9.0% | 8.1% | 0.3% | ?
COc1ccccc1CCNC(=O)CN1C(=O)c2ccccc2S1(=O)=O | 0.9 | -0.2 | -1.6% | -9.3% | 6.1% | 4.4% | 2.2% | 4.0% | 4.8%
COC(=O)c1ccc(CSc2nnc(CNC(=O)COc3ccc(Cl)cc3)o2)o1 | -1.8 | 0.2 | -5.2% | 12.9% | -17.5% | 4.5% | -1.9% | -0.5% | -21.7%
O=C(Nc1nc2c(F)cc(F)cc2s1)C1CC1 | -2.1 | -0.8 | 4.4% | -21.0% | -9.1% | -12.9% | 8.3% | 10.2% | -14.3%
O=C(/C=C/c1ccc(Br)cc1)Nc1ccc(S(=O)(=O)Nc2ncccn2)cc1 | -0.8 | -5.7 | 7.3% | -10.7% | 10.7% | 5.9% | -5.5% | 0.8% | -10.4%
O=C(/C(C=Nc1cc2c(oc1=O)CCCC2=O)=C(\O)c1ccccc1)c1ccccc1 | -0.1 | -16.0 | 7.0% | ? | -9.5% | 10.3% | -6.8% | 11.9% | ?
COc1cc(Cl)c(C)cc1NC(=O)Cn1c(NCCO)nc2ccccc21 | -1.5 | ? | -4.7% | ? | -6.4% | 21.7% | 0.9% | 5.9% | -12.9%
COc1ccc2[nH]c3c(=O)n(CCc4ccccc4)cnc3c2c1 | 0.3 | -0.6 | -0.8% | 10.7% | -1.8% | -2.8% | -3.6% | 4.7% | -0.5%
COc1cc(O)oc1C=Nc1ccc(C(F)(F)F)cc1 | 0.0 | nt | -1.4% | -6.1% | 13.1% | 27.9% | -9.0% | -5.7% | 1.5%
Cc1ccc2c(c1)NCC(C(=O)NC1CCC(C)CC1)O2 (stereo unspecified) | -2.7 | -1.4 | 11.1% | 2.2% | -12.3% | -18.1% | -3.4% | 2.6% | 1.5%
Cc1c(N2C(=O)/C(=C3/C(=O)N(C)c4ccccc43)SC2=S)c(=O)n(-c2ccccc2)n1C | -0.2 | nt | 1.9% | -1.7% | -15.1% | 8.3% | -6.1% | -0.2% | -15.1%
CC(=O)c1ccccc1NC(=O)COC(=O)Cc1cccc(C(F)(F)F)c1 | 3.0 | 4.5 | -1.5% | -21.7% | -0.3% | nt | -10.0% | 2.9% | 1.7%
CCOc1ccc(NC(=O)CN(c2ccc([N+](=O)[O-])cc2)S(=O)(=O)c2ccccc2)cc1 | -2.0 | -2.3 | 9.0% | -1.4% | 0.0% | nt | -9.0% | 1.1% | -7.5%
CN(NC(=O)c1ccccc1)c1nc2ccccc2nc1C(F)(F)F | 0.3 | 11.0 | 5.7% | 8.3% | ? | -5.3% | -4.4% | -0.6% | -2.9%
CCC(C)(C)c1ccc(OCC(=O)Nc2ccncc2)cc1 | 1.4 | 4.9 | -2.6% | -4.0% | 14.3% | 6.7% | -8.1% | -8.0% | 0.5%
O=C(COC(=O)c1cccc(S(=O)(=O)N2CCCC2)c1)Nc1ccccc1C(F)(F)F | -0.8 | 0.2 | 7.6% | ? | 2.1% | 6.8% | -2.3% | 4.2% | -1.6%
O=C(c1ccccc1F)N1CCC(O)(c2cccnc2)CC1 | -1.0 | -6.9 | 4.6% | -0.4% | -10.2% | 12.7% | 5.1% | -2.3% | -6.8%
CC(C)(C)c1nnc(NC(=S)Nc2ccccc2)s1 | -0.6 | -1.0 | -0.2% | 10.8% | 15.3% | 0.9% | -0.1% | 5.5% | -23.9%
O=c1nc(N2CCOCC2)ccn1-c1nc(-c2ccccc2)sc1-c1ccccc1 | 0.3 | -5.0 | 3.8% | -11.6% | 20.7% | 8.0% | 9.3% | -0.8% | 29.9µM*
COc1ccc2c(c1)C(=O)N(c1ccc(C)cc1C)C(=O)C2(C)C | -6.3 | 8.0 | 3.8% | 5.5% | -30.9%[inhibitor] | 10.1% | -3.5% | ? | -7.5%
CC(CN1CCCCC1)OC(=O)C(C)(c1ccccc1)c1ccccc1 (stereo unspecified) | -2.6 | -4.1 | 7.4% | 6.9% | 0.1% | 4.3% | -4.6% | 4.5% | -6.9%
C[n+]1ccc(/C=C/c2ccccc2O)c2ccccc21 | -0.3 | 0.7 | 13.0% | -18.7% | -18.5% | 21.5% | -8.0% | -0.2% | -19.5%
Cn1c(CCCOc2ccc(Cl)cc2Cl)nnc1SCC(=O)Nc1cccc(F)c1 | -3.4 | 17.5 | -10.2% | -14.3% | 11.2% | 1.6% | 0.2% | -0.2% | -6.1%
O=S(=O)(Nc1cccc2ncccc12)c1cccs1 | 1.2 | 6.4 | -5.9% | -3.0% | ? | nt | -7.2% | ? | 2.0%
CCc1ccc2[nH]c(=O)c(CN(CCN(C)C)C(=O)Nc3ccccc3OC)cc2c1 | -0.5 | -2.7 | -0.9% | -1.9% | 3.8% | -0.3% | -9.8% | 0.2% | -1.4%
O=C(Cn1ccsc1=NC(=O)c1ccco1)c1ccccc1 | 2.3 | 2.9 | -6.2% | 11.7% | 8.4% | -12.0% | -11.3% | 1.4% | -1.6%
COc1cccc(OC)c1OCCN(C)C | -2.8 | nt | 6.1% | 4.7% | -2.8% | 20.5% | 0.6% | 7.1% | 3.1%
Cc1ccc(C(=O)NC2CCCN(c3ccc(C(F)(F)F)cn3)C2)cn1 (stereo unspecified) | -2.3 | 1.0 | 1.3% | -3.8% | -3.1% | -2.0% | -1.3% | 2.2% | -3.8%
COc1ccccc1-c1nc(COc2ccc(Cl)cc2Cl)no1 | 3.0 | 28.4 | 1.9% | 4.7% | 6.7% | -0.8% | -29.8% | 0.4% | 4.5%
CCN(CC)S(=O)(=O)c1cccc(NC(=O)COC(=O)/C=C/c2cccs2)c1 | -0.9 | -3.2 | 13.5% | ? | 0.5% | 25.9% | -5.0% | -8.0% | -15.2%
OCCN(CC#CC(O)(c1ccccc1)C1CCCCC1)CCO (stereo unspecified) | 1.4 | -6.1 | -2.9% | 13.0% | 17.1% | -16.0% | 2.9% | -1.0% | -4.3%
O=C(Nc1cccc(Br)c1)c1cccc(OC(=S)N2CCOCC2)c1 | -1.2 | 22.3 | -9.2% | ? | 9.3% | ? | -7.5% | 10.1% | -8.9%
COCCCn1c(=N)c(C(=O)NCc2ccc3c(c2)OCO3)cc2c(=O)n3cccc(C)c3nc21 | 13.3 | 0.6 | -5.7% | 14.4% | -5.5% | 23.5% | 4.7% | -4.8% | -6.3%
Cc1c(C(=O)O)sc2nc(/C=C/c3cccc(F)c3)[nH]c(=O)c12 | -2.2 | -54.6* | 10.1% | -7.4% | -6.2% | -1.5% | -3.4%[11.6 µM] | -1.4% | -5.9%
Cc1ccc(OCC(=O)N(C)CC(=O)Nc2ccc(F)c(F)c2F)cc1 | 6.2 | 7.8 | -6.0% | -9.8% | 22.0% | 11.8% | ? | -6.5% | -9.8%
CC(OC(=O)C1CC(=O)N(Cc2ccccc2)C1)C(=O)Nc1ccccc1[N+](=O)[O-] (stereo unspecified) | 2.7 | 1.4 | -7.0% | -9.7% | 4.1% | 21.3% | -0.5% | 1.7% | -3.8%

Three entries drawn at random from the list so far:
compound | IL2 activator | PI5P4K alpha inh | EPAC1 agonist | EPAC1 antag | Abeta rescue | FUS yeast rescue | WRN inhibitor | aSyn rescue | PLK1 PBD block
C[n+]1ccc(/C=C/c2ccccc2O)c2ccccc21 | -0.3 | 0.7 | 13.0% | -18.7% | -18.5% | 21.5% | -8.0% | -0.2% | -19.5%
Cc1ccc(OCC(=O)N(C)CC(=O)Nc2ccc(F)c(F)c2F)cc1 | 6.2 | 7.8 | -6.0% | -9.8% | 22.0% | 11.8% | ? | -6.5% | -9.8%
COc1ccc2c(c1)C(=O)N(c1ccc(C)cc1C)C(=O)C2(C)C | -6.3 | 8.0 | 3.8% | 5.5% | -30.9%[inhibitor] | 10.1% | -3.5% | ? | -7.5%

High-throughput results (PubChem)
